PKA-R1A activ – activators of PKA-R1A complex; PKA-R1A dissociation, Cy5-IP20 fluorescence polarization; scaled: DMSO 0%, 113 µM cGMP 100%; 340,000 compounds, 0.083% hits; P00514+P68181; activation, % at 11.4 µM;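 active = percent activation above the mean of all tested compounds plus 3 SD, cut at about 19% in these data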;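 note: higher means more PKAc released from R1A so a rise in polarization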
MOR-DOR inv ag – inverse agonist of human OPRM1-OPRD1 heterodimerization. P35372+P41143. cell-based MOR-DOR heterodimer luminescence, inverse agonism. inhibition, % at 9.3 µM. 340,000 compounds, 0.21% hits. AID 504357; in the data active = inhibition above about 22%, passing the limit was not always enough;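 note: 0% = cells with DMSO and 100% = wells without cells with DMSO; values of inactives mirror those of a sister screen read the other way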
Target sequence (P35372 whole entry, looked up): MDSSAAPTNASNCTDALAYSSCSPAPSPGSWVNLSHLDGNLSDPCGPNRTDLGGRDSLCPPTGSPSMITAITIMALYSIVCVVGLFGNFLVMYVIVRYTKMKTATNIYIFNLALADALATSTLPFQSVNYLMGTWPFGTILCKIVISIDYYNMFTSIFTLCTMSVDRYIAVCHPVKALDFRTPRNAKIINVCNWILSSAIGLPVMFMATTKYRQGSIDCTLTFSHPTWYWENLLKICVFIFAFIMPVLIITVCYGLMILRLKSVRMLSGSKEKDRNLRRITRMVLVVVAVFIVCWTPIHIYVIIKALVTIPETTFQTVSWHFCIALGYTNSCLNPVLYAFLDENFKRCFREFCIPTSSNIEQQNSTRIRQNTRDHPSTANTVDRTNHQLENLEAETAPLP
Target sequence (P41143 whole entry, looked up): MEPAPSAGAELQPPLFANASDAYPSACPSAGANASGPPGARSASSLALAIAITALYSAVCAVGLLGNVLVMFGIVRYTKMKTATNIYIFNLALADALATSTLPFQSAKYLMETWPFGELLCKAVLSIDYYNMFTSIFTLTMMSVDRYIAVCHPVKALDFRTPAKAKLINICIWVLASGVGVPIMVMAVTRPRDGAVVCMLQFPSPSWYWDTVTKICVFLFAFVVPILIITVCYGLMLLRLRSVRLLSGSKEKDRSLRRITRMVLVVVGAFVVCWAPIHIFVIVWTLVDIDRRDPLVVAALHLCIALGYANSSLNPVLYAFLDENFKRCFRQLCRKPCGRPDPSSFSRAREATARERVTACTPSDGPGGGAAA
HTR5A inv ctr – counter-screen for OPRM1-OPRD1 inverse agonists: human HTR5A inverse agonism | P47898 | HTR5A cell line, luminescence | inhibition, % at 9.3 µM | 340,000 compounds, 0.083% hits | AID 504634; in the data active = inhibition mostly above about 23%, no sharp cut-off; inactive = mostly below about 18%;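 note: 0% = cells with DMSO and 100% = no-cell wells with DMSO; some compounds called inactive have numbers as strong as hits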
Ecoli viability – reduces bacterial viability in AddAB counter-screen | 330,000 compounds, 0.27% hits | AID 449728 | inhibition, % at 11.9 µM | E. coli V3065 growth, OD600 absorbance, 18 h;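 active = inhibition above the campaign's mean inhibition across all tested compounds plus 3 SD, cut at about 9.9% in these data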;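 note: uninfected addAB+ strain grown without phage in ampicillin broth; 0% = DMSO wells and 100% = ciprofloxacin 0.95 µg/ml wells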
Tat export inh – E. coli Tat transport inhibition; 340,000 compounds, 0.036% hits; inhibition, % at 10 µM; E. coli MC4100 TorA-mCherry Tat export, fluorescence;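 active = mean replicate inhibition at least 50% and at least half of replicates individually reaching 50%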;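 note: exported cargo escapes ClpAP degradation while cytoplasmic cargo is degraded and loses fluorescence; 0% = median of neutral control wells and 100% = median of NaSCN control wells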
PKA-R2B activ – activates the human PKA-R2B holoenzyme complex; P22694+P31323; 340,000 compounds, 0.079% hits; PKA-R2B holoenzyme dissociation, Cy5-IP20 fluorescence polarization; R2B truncated from residue 108, S112A mutant; 0% DMSO only, 100% 113 µM cGMP; activation, % at 11.4 µM;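 active = activation above a cutoff set at the mean over all compounds plus 3 SD, cut at about 18% in these data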;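 note: higher means more holoenzyme dissociation and a rise in polarization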
AddAB inh – less growth of phage-infected E. coli with AddAB; E. coli expressing H. pylori AddAB, absorbance growth; inhibition, % at 11.9 µM; 330,000 compounds, 0.29% hits; AID 435030; in the data active = inhibition above about 12%;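 note: 0% = vehicle wells of infected cells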
OPRM1-OPRD1 ag – agonists of human mu-delta opioid receptor heterodimerization; activation, % at 9.3 µM; P35372+P41143; cells, OPRM1-OPRD1 heterodimerization, luminescence; 340,000 compounds, 0.3% hits; in the data active = activation above about 18%;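 note: 0% = vehicle-treated cells and 100% = reference agonist; values of inactives mirror those of a sister screen read the other way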
phage Ecoli inh – E. coli growth loss with phage present | growth absorbance | inhibition, % at 11.9 µM | 360,000 compounds, 0.26% hits | AID 651602; in the data active = inhibition above about 11%
Mot1-301 SUMO – inhibitors of SUMOylation pathway: yeast Mot1-301 growth rescue | S. cerevisiae Mot1-301 growth rescue, ATP luminescence, 38.5C; percent above DMSO median, 100 means doubled | growth rescue, % at 18.8 µM | 320,000 compounds, 1% hits;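 active = every valid replicate shows activation above 250% relative to neutral control wells; inactive = the rest, any valid replicate at or below 250%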;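 note: OY570 slx delta 5 strain wells were the positive control but not used for scaling; some compounds called inactive have numbers as strong as hits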
PfHsp90 set2 – growth inhibition of yeast expressing Plasmodium Hsp90; S. cerevisiae expressing PfHsp90, BacTiter-Glo ATP, 48 h; yeast lacking PDR1 and PDR3 efflux regulators; inhibition, % at 9.4 µM; 310,000 compounds, 0.32% hits; AID 504621;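 active = every replicate shows inhibition above about 80%, whatever the replicate mean, limit read from the data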;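 note: 0% = DMSO neutral controls and 100% = 20 µM radicicol positive controls; yeast relying on Plasmodium falciparum Hsp90 in place of its own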
* = called active by the depositor; . = not tested or not shown.

The line under a structure holds: PKA-R1A activ, MOR-DOR inv ag, HTR5A inv ctr, Ecoli viability, Tat export inh, PKA-R2B activ, AddAB inh, OPRM1-OPRD1 ag, phage Ecoli inh, Mot1-301 SUMO, PfHsp90 set2
1: O=C(NCCc1ccccc1)C(c1ccccc1)N(C(=O)c1csnn1)C1CC1 (stereo unspecified)
  -6.3, 17.0, -1.7, -2.5, 3.3, 10.8, 1.6, -3.3, 2.3, -0.2, -78.4
2: CC1CCCCC1NC(=O)Cn1c(=O)oc2cc(S(=O)(=O)N3CCCC3)ccc21 (stereo unspecified)
  1.6, 11.1, 3.3, 0.0, -5.9, -2.4, 2.3, -1.9, 2.1, -4.9, 8.7
3: O=C(NN=CC=Cc1ccccc1)C(O)C(O)C(=O)NN=CC=Cc1ccccc1 (stereo unspecified)
  12.6, 1.1, 3.4, ., 7.4, -1.2, ., -0.2, 0.1, ., .
4: C=CCn1c(SCC(=O)Nc2c(C)n(C)n(-c3ccccc3)c2=O)nc2ccccc2c1=O
  -19.8, 15.7, 12.7, -0.9, -1.0, -7.8, 4.7, -3.0, 2.9, -7.8, 12.7
5: CCN1/C(=C/C(=S)Nc2ccccc2)Sc2ccccc21
  -10.4, 3.1, -36.5, -4.3, -5.6, -11.0, -1.6, -0.6, 0.7, -15.7, -5.4
6: NC(N)=Nc1nc2cc([N+](=O)[O-])ccc2o1
  -3.8, 3.7, 3.5, 2.9, 4.2, -7.6, 4.3, -0.7, 3.3, 50.0, 28.9
7: CSc1ccc(C2N=C(c3ccccc3)NO2)cc1 (stereo unspecified)
  -2.6, 7.1, 6.1, 1.3, 4.2, 2.8, 0.7, -1.3, ., 3.5, 17.6
8: Cc1cc(NC(=O)c2cnn3cccnc23)n(-c2ccccc2)n1
  -2.3, 6.2, -15.2, -1.4, 0.7, 4.2, -0.1, -1.2, 4.1, -5.0, -42.6
9: COc1ccc(/C=N/n2c(-c3n[nH]c4c3CCC4)n[nH]c2=S)c(OC)c1OC
  -1.7, 17.0, 5.6, 0.6, -2.0, 6.3, -0.1, -3.4, 2.5, -13.4, 2.8
10: COC(=O)[C@@]1(Cc2ccccc2)[C@H]2C(=O)N(C)C(=O)[C@H]2[C@H]2CN=C(SCc3ccc(Cl)cc3)N21
  -3.3, 12.8, 1.2, -0.4, -1.8, -1.1, 0.9, -2.6, 1.8, ., 27.1

As a short view, some entries already given:
The line under a structure holds: PKA-R1A activ, MOR-DOR inv ag, HTR5A inv ctr, Ecoli viability, Tat export inh, PKA-R2B activ, AddAB inh, OPRM1-OPRD1 ag, phage Ecoli inh, Mot1-301 SUMO, PfHsp90 set2
3: O=C(NN=CC=Cc1ccccc1)C(O)C(O)C(=O)NN=CC=Cc1ccccc1 (stereo unspecified)
  12.6, 1.1, 3.4, ., 7.4, -1.2, ., -0.2, 0.1, ., .
4: C=CCn1c(SCC(=O)Nc2c(C)n(C)n(-c3ccccc3)c2=O)nc2ccccc2c1=O
  -19.8, 15.7, 12.7, -0.9, -1.0, -7.8, 4.7, -3.0, 2.9, -7.8, 12.7
5: CCN1/C(=C/C(=S)Nc2ccccc2)Sc2ccccc21
  -10.4, 3.1, -36.5, -4.3, -5.6, -11.0, -1.6, -0.6, 0.7, -15.7, -5.4

Next compounds.
The line under a structure holds: PKA-R1A activ, MOR-DOR inv ag, HTR5A inv ctr, Ecoli viability, Tat export inh, PKA-R2B activ, AddAB inh, OPRM1-OPRD1 ag, phage Ecoli inh, Mot1-301 SUMO, PfHsp90 set2
11: Cc1cc(Br)ccc1NC(=S)N1CCOCC1
  -6.7, 15.4, -0.4, 0.7, -5.1, -3.7, 6.1, -3.0, 1.2, 9.7, -7.2
12: Cc1cccc(C)c1NC(=O)C(=O)NCCCN1CCOCC1
  -0.9, 14.8, 17.6, 0.3, -0.5, -3.9, 0.6, -2.9, 3.5, 11.1, -6.3
13: O=C(NCc1ccccn1)c1ccc(Cl)cc1Cl
  1.8, 14.1, -21.3, -1.8, 3.6, -3.7, 0.6, -2.6, 1.0, -8.2, -9.3
14: CN(C)S(=O)(=O)c1cc(NC(=O)CN2CCc3ccccc32)ccc1Cl
  -6.4, 5.0, 3.1, -0.9, 3.1, -3.7, -1.0, -0.9, 3.0, 0.6, -36.4
15: COC(=O)c1ccc(C2/C(=C(/O)c3ccc4c(c3)CC(C)O4)C(=O)C(=O)N2Cc2ccncc2)cc1 (stereo unspecified)
  -10.7, 7.6, 15.2, 1.2, 4.9, -1.3, 1.9, -1.5, 0.9, 0.8, -0.9
16: CC(=O)N1CCN(C(=O)CCc2c[nH]c3ccccc23)CC1
  -4.2, -3.8, -50.9, 0.9, 1.3, 2.7, 2.2, 0.7, 0.5, -4.7, 5.3
17: CC(C)(C)OC(=O)N1CCOCCOCCN(C(=O)OC(C)(C)C)CCOCC1
  2.2, -3.5, -8.5, 0.0, 2.9, 5.0, 1.6, 0.6, 3.3, 19.0, .
18: CCn1c(COc2ccccc2)nnc1SCC(=O)Nc1cc(OC)ccc1OC
  -3.3, -2.5, 16.5, -2.3, 12.9, 1.1, 1.6, 0.5, 3.1, -5.1, .
19: O=C(O)C(=O)Nc1ccc(NC(=O)C(c2ccccc2)c2ccccc2)cc1
  -9.7, 10.7, 6.7, ., -10.5, -5.4, ., -2.3, 3.1, 0.3, -26.2
20: O=C(Nc1ccccc1Br)c1cc[n+]([O-])cc1
  -0.4, -10.4, 4.0, -2.0, -9.7, -3.0, -1.0, 1.3, 2.7, 11.5, -28.0

The line under a structure holds: PKA-R1A activ, MOR-DOR inv ag, HTR5A inv ctr, Ecoli viability, Tat export inh, PKA-R2B activ, AddAB inh, OPRM1-OPRD1 ag, phage Ecoli inh, Mot1-301 SUMO, PfHsp90 set2
21: O=C1C2CCCN2C(=S)N1Cc1ccccc1 (stereo unspecified)
  -10.8, 14.6, 1.6, 0.1, 4.7, -1.4, 0.8, -3.1, 3.6, -9.2, -3.0
22: O=C1N=C(N2CCN(c3ccccc3)CC2)S/C1=C/c1ccco1
  8.4, -4.3, 11.4, 0.5, -8.0, -8.8, 1.5, 0.8, 1.0, 27.3, 8.0
23: Cn1c(SCC(=O)OCc2ccccc2)nnc1-c1ccco1
  0.8, -18.4, -11.2, -0.5, -4.4, -1.6, 0.8, 3.0, -1.5, -17.0, -12.6
24: Cc1cccc(NC(=O)c2ccc(S(=O)(=O)N3CCCCCC3)cc2)n1
  -8.6, 7.1, 2.7, -0.2, 6.2, -5.5, 0.2, -1.4, 1.2, 5.3, -20.4
25: Cc1ccc(-c2cc(Cc3cccs3)c(=O)[nH]n2)cc1
  7.3, 9.1, 4.3, -1.7, 11.9, -9.0, 1.9, -1.8, 0.2, 9.6, -3.7
26: O=C(O)c1ccccc1C(=O)OCc1ccccc1
  -0.8, 10.2, 12.1, -2.4, 0.4, -0.7, 0.9, -2.4, 1.1, 10.2, 2.1
27: CC(C)COc1cccc(-c2cc(C(=O)N/N=C/c3ccncc3)c3ccccc3n2)c1
  -3.5, -61.2, -28.4, ., -3.0, -16.2, ., 11.4, -1.3, 4.3, -28.5
28: CC(=O)Nc1ccc(S(=O)(=O)Oc2cccc(N3C(=O)C4CCCCC4C3=O)c2)cc1 (stereo unspecified)
  -14.3, 3.8, -16.1, -1.1, -7.6, 2.8, -2.6, -0.7, 3.6, -37.6, 6.1
29: COc1ccc(N2C(=O)CC(Cc3ccccc3)C2=O)cc1 (stereo unspecified)
  -4.8, 8.3, 20.2, 1.2, 0.4, -2.7, 2.9, -1.6, 1.4, 87.8, -2.6
30: O=C1c2ccccc2C(=O)N1CCCn1ccnc1
  2.3, 12.6, 1.5, -0.9, -1.7, 0.0, 4.1, -2.3, 0.5, -6.5, 3.7

The line under a structure holds: PKA-R1A activ, MOR-DOR inv ag, HTR5A inv ctr, Ecoli viability, Tat export inh, PKA-R2B activ, AddAB inh, OPRM1-OPRD1 ag, phage Ecoli inh, Mot1-301 SUMO, PfHsp90 set2
31: FC(F)Oc1ccc(NC(=S)Nc2ccc3cn[nH]c3c2)cc1
  -11.3, 5.2, 3.9, -1.7, -7.1, 3.4, -0.8, -1.1, 1.8, -24.3, 3.8
32: Cc1onc(-c2c(Cl)cccc2Cl)c1C(=O)N(C)Cc1ccccc1
  -6.2, 2.3, 8.4, 1.5, 0.5, 4.9, 1.1, -0.5, 1.8, 1.8, -22.5
33: Cn1c(CCNC(=O)c2cc(COc3ccc(F)c(F)c3)on2)nc2ccccc21
  -1.5, -2.2, -18.1, 2.9, 4.5, -6.5, 1.6, 0.4, 0.4, 0.3, 3.0
34: Cc1cc(C)cc(-c2nnc(SCC(=O)NCc3cccs3)o2)c1
  3.1, 5.8, -23.9, -2.4, -5.1, -1.4, -1.1, -1.0, -0.3, -5.5, 12.0
35: CCCCOc1ccc(NC(=O)CN2CCN(C(=O)OCC)CC2)cc1
  -8.2, 21.1, 1.6, -2.4, -5.7, 5.3, 0.3, -4.2, -4.9, -1.4, -12.9
36: O=C(/C=C/c1ccccc1)Nc1cccc(C(=O)NCCc2ccccc2)c1
  -8.7, 3.7, 14.4, ., -1.1, 0.9, ., -0.8, 2.0, ., -9.3
37: COc1cccc(NC(=O)COC(=O)/C=C/c2ccc(Cl)cc2Cl)c1
  -4.6, -16.1, -24.5, 0.1, -9.5, -1.6, 4.9, 3.3, 0.9, 4.5, 9.1
38: CCCCCCCNC1=CC(=O)CC(c2ccccc2)C1 (stereo unspecified)
  -5.1, -22.3, -9.7, -0.3, -0.1, 0.7, 4.9, 3.1, 3.2, 91.3, 6.9
39: CCn1nc(C)cc1C(=O)Sc1ccc(C)cc1
  -0.9, 0.2, 3.1, -2.2, -0.9, -5.1, 4.8, 0.0, -2.4, 14.7, -2.8
40: CC1OC23CCCCC2C(C#N)(C(=N)O3)C1(C#N)C#N (stereo unspecified)
  -10.8, 3.0, -5.6, -1.3, -6.2, -7.0, 1.1, -0.5, 2.1, 48.0, .

Profiles, looked up by structure. Values in the order: PKA-R1A activ | MOR-DOR inv ag | HTR5A inv ctr | Ecoli viability | Tat export inh | PKA-R2B activ | AddAB inh | OPRM1-OPRD1 ag | phage Ecoli inh | Mot1-301 SUMO | PfHsp90 set2
Listed for Cn1c(CCNC(=O)c2cc(COc3ccc(F)c(F)c3)on2)nc2ccccc21 → -1.5 | -2.2 | -18.1 | 2.9 | 4.5 | -6.5 | 1.6 | 0.4 | 0.4 | 0.3 | 3.0
Listed for Cc1onc(-c2c(Cl)cccc2Cl)c1C(=O)N(C)Cc1ccccc1 → -6.2 | 2.3 | 8.4 | 1.5 | 0.5 | 4.9 | 1.1 | -0.5 | 1.8 | 1.8 | -22.5
Listed for COc1cccc(NC(=O)COC(=O)/C=C/c2ccc(Cl)cc2Cl)c1 → -4.6 | -16.1 | -24.5 | 0.1 | -9.5 | -1.6 | 4.9 | 3.3 | 0.9 | 4.5 | 9.1
